Ecoli viability – counter-screen for AddAB inhibitors: E. coli growth inhibition. E. coli V3065 growth, OD600 absorbance, 18 h. inhibition, % at 11.9 µM. hit rate 0.27% among 330,000. AID 449728;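 active = inhibition above the campaign's mean inhibition across all tested compounds plus 3 SD, cut at about 9.9% in these data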;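 also: uninfected addAB+ strain grown without phage in ampicillin broth; 0% = DMSO wells and 100% = ciprofloxacin 0.95 µg/ml wells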
AddAB inh – less growth of phage-infected E. coli with AddAB; E. coli expressing H. pylori AddAB, absorbance growth; inhibition, % at 11.9 µM; hit rate 0.29% among 330,000; in the data active = inhibition above about 12%;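 also: 0% = vehicle wells of infected cells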
SR-BI DiI inh – mouse SR-BI HDL lipid transfer inhibition; hit rate 0.96% among 320,000; AID 488896; ldlA[mSR-BI] CHO cells, DiI-HDL uptake fluorescence, 3 h; inhibition, % at 12.5 µM;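 active = mean replicate inhibition of at least 70% and a set share of replicates each scoring 70 or more; inconclusive = meets just one of the two criteria; inactive = fails both criteria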;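 also: 0% = median of neutral control wells and 100% = median of positive control wells; values of inactives mirror those of a sister screen read the other way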
Target sequence (Q61009 whole entry, looked up): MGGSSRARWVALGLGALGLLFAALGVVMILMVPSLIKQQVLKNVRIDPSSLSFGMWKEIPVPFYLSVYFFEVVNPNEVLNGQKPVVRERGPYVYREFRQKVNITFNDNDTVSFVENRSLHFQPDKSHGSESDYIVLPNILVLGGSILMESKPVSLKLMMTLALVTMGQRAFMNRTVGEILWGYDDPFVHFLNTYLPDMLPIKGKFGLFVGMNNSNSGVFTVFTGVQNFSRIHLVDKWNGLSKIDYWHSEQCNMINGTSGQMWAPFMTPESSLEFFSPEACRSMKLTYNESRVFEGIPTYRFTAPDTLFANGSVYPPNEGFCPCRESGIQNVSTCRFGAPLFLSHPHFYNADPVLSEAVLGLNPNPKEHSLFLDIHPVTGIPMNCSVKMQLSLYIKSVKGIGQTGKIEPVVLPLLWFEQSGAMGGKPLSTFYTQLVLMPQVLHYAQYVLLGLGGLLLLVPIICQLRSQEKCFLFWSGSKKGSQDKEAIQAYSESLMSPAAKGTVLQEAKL
Tat transport – blocks Tat-dependent protein export in E. coli. E. coli MC4100 TorA-mCherry Tat export, fluorescence. inhibition, % at 10 µM. hit rate 0.036% among 340,000;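 active = mean replicate inhibition at least 50% and at least half of replicates individually reaching 50%; inconclusive = only one of the two criteria met; inactive = neither criterion met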;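 also: exported cargo escapes ClpAP degradation while cytoplasmic cargo is degraded and loses fluorescence; 0% = median of neutral control wells and 100% = median of NaSCN control wells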
CAL PDZ FP-1 – inhibitors of human CAL PDZ peptide binding. Q9HD26. inhibition, % at 20 µM. AID 504414. hit rate 0.02% among 330,000. purified CAL PDZ, TMR-peptide fluorescence polarization, 1 h;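 active = highest replicate inhibition of at least 40%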;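 also: plate controls were DMSO neutral control wells for no effect and unlabeled competitor peptide control wells for full effect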
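Test system: tagged CAL PDZ domain / Buffer or medium: sodium phosphate/NaCl buffer pH 7.4 with TCEP, IgG, Thesit / Reagent: TMR-labelled reporter peptide T*-PRC34 bound in PDZ groove / Compound dosing: single point, 20 µM / Schedule: 1 h incubation at room temperature before polarization reading / Technique: fluorescence polarization (mP) / Benchmarks: unlabelled peptide, DMSO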
SR-BI uptake up – enhances SR-BI lipid uptake from DiI-HDL | CHO ldlA[mSR-BI] cells, DiI-HDL uptake fluorescence, 3 h; 100 = double the neutral-control signal | AID 504775 | activation, % at 12.5 µM | hit rate 0.096% among 320,000;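 active = mean replicate activation of at least 60% and every replicate at or above 60%; inconclusive = mean or all-replicate condition met, but not both; inactive = mean below 60% and not all replicates reaching 60%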;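 also: 0% = median plate neutral-control signal and 100% = twice that signal; values of inactives mirror those of a sister screen read the other way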
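Material – SR-BI-overexpressing, LDLR-lacking CHO cells · Medium – BSA-supplemented, HEPES-buffered Ham's F12, pH 7.4 · Doses – single concentration · Times – compound with DiI-HDL co-incubation, 3 h at 37 °C · Measured by – bottom-read fluorescence, 550/595 nm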
MITF act – increases MITF-driven TRPM1 promoter luciferase signal; SK-MEL-5 TRPM1-promoter luciferase, 24 h; % of positive control, neutral wells = 0; activation, % at 12.5 µM; hit rate 0.75% among 300,000; AID 588334;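 active = mean activation of at least 80% with every replicate also reaching 80%; inconclusive = mean reaches 80% but some replicate falls short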;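 also: 0% = neutral control wells and 100% = parthenolide positive control wells; values of inactives mirror those of a sister screen read the other way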
phage Ecoli inh – E. coli growth loss with phage present; growth absorbance; hit rate 0.26% among 360,000; inhibition, % at 11.9 µM; in the data active = inhibition above about 11%
CAL PDZ FP-2 – CAL PDZ (human) peptide binding inhibition; Q9HD26; purified CAL PDZ, TMR-peptide fluorescence polarization, 1 h; inhibition, % at 24.9 µM; hit rate 0.92% among 300,000; AID 602252;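 active = mean inhibition of at least 30% with at least half of replicates also reaching 30%; inconclusive = no clear call, values can overlap the other calls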;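 also: 0% = DMSO neutral control and 100% = excess unlabeled competitor peptide PRC23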
Wnt act – activators of Wnt/beta-catenin signaling. Wnt/beta-catenin reporter cell assay, activator, plate reader. hit rate 1.2% among 300,000. activation, % at 9.35 µM. AID 743398; in the data active = activation above about 30%, passing the limit was not always enough; inconclusive = no clear call, values can overlap the other calls;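 also: 0% = neutral control wells and 100% = positive control wells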
An asterisk follows results filed as active; ? = inconclusive; . = no result given.

SMILES | Ecoli viability | AddAB inh | SR-BI DiI inh | Tat transport | CAL PDZ FP-1 | SR-BI uptake up | MITF act | phage Ecoli inh | CAL PDZ FP-2 | Wnt act
COC(=O)COc1ccc(S(=O)(=O)Nc2ccc3c(c2)OCO3)cc1 | -0.6 | 1.6 | -14 | -6 | -2.3 | 14 | -6 | 1.9 | -6 | -2
CC(C)C(C)NC(=O)COn1nnc2ccc(S(=O)(=O)N3CCOCC3)cc21 (centres undefined) | -1.2 | 1.5 | -1 | -1 | -2.0 | 1 | 6 | -0.6 | . | -2
O=C1CCCC2=C1C(c1ccccc1)C1C(=O)c3ccccc3C1=N2 (centres undefined) | -0.9 | 0.8 | -12 | -2 | 2.1 | 12 | 5 | -0.2 | 2 | .
COc1ccc(/C=N/NC(=O)c2ccc(COc3ccccc3Cl)o2)cc1 | -0.6 | 1.0 | -3 | 0 | -2.6 | 3 | -3 | 2.0 | 1 | .
Cc1ccccc1Cn1nc(C)c(NC(=O)c2cc(CC(C)C)on2)c1C | -2.7 | -0.5 | . | 6 | -2.3 | . | 1 | 2.9 | 2 | 0
CC(C)C(=O)NN(C(=O)c1ccccc1)c1ccccc1 | -5.2 | 1.2 | -29 | 4 | -0.3 | 29 | -3 | 1.3 | 2 | 1
O=C1CC(C(=O)N2CCN(S(=O)(=O)c3cccc(F)c3)CC2)CN1Cc1ccccc1Cl (centres undefined) | -0.9 | 3.5 | -17 | -8 | -0.5 | 17 | -4 | 4.0 | . | 2
CCOC(=O)c1c(C)[nH]c(C(=O)/C(C#N)=C/c2ccc(OC(F)F)c(OC)c2)c1C | -1.0 | 2.2 | 10 | -10 | -2.2 | -10 | 9 | 1.9 | -9 | -2
CCC1(C)SC(N)=NN1C(C)=O (centres undefined) | 3.6 | 4.3 | -12 | -6 | 18 | 12 | -25 | 2.3 | -5 | -1
COC(=O)c1cc(OC)c(OC)cc1NC(=O)c1cc(OC)cc(OC)c1 | -0.2 | 3.6 | 52 | 2 | -2.9 | -52 | 8 | 3.0 | -2 | -8
CCN(Cc1ccccc1)C(=O)CCc1nnc(CCCc2ccccc2)o1 | 0.5 | -0.7 | -10 | -4 | -0.8 | 10 | 47 | 3.2 | . | 6
CCCCNC(=O)c1cn(CC)c2cc(N3CCN(C(=O)c4ccco4)CC3)c(F)cc2c1=O | 5.9 | 12 | 56 | -4 | -2.2 | -56 | 0 | 1.0 | -5 | -1
O=C(Cc1ccccc1)N1CCN=C1SCc1ccc([N+](=O)[O-])cc1 | 0.3 | 2.5 | -4 | 5 | 0.4 | 4 | -12 | 3.4 | -1 | -1
Cc1cc(C(=O)O)c(C)n1-c1ccccc1 | -1.3 | -2.1 | 1 | 2 | . | -1 | 6 | 1.6 | -3 | 1
Cc1ccc2nc(CCc3nc4ccc(C)cc4o3)oc2c1 | -0.6 | -0.4 | -21 | -1 | -1.9 | 21 | . | 1.9 | 1 | .
CCOC(=O)NCc1cc(-c2nn(C)c(=O)c3ccccc23)ccc1C | -0.6 | 2.7 | 27 | -2 | -2.5 | -27 | -2 | 0.3 | -6 | -2
CCOC(=O)c1c(S(=O)(=O)N2c3ccccc3CC2C)c(C)n(C)c1C (centres undefined) | 2.4 | 3.5 | -13 | 1 | -1.9 | 13 | -12 | -2.1 | -6 | 0
O=C(CCNS(=O)(=O)c1ccc(Cl)cc1)OCC(=O)c1ccc[nH]1 | 2.0 | 0.7 | 6 | 5 | -3.0 | -6 | -12 | 2.3 | -1 | -1
CC(=O)c1ccc(N2CCN(S(=O)(=O)c3ccc4c(c3)CC(=O)N4C)CC2)cc1 | 1.6 | 0.0 | 8 | -1 | -1.6 | -8 | 12 | 0.2 | -4 | -3
C/C(=N\Nc1cc(N2CCOCC2)nc(C)n1)c1cccc([N+](=O)[O-])c1 | 1.1 | 2.5 | 53 | 8 | -0.7 | -53 | -3 | 2.4 | -1 | -1
Cc1cnc(C(=O)N2CCN(S(=O)(=O)c3cc(C(F)(F)F)cc(C(F)(F)F)c3)CC2)cn1 | . | . | -15 | -16 | 0.6 | 15 | . | -1.4 | -4 | -1
CN(C)c1ccc(Nc2ncnc3ccc(Br)cc23)cc1 | -1.0 | 2.5 | 25 | -7 | -2.6 | -25 | . | 0.3 | 9 | 0
Cc1noc(/C=C/N(C)C)c1S(=O)(=O)N1CCCC(C(=O)NCc2ccccc2Cl)C1 (centres undefined) | -0.2 | 0.5 | 13 | -3 | . | -13 | -2 | 2.7 | -9 | -5
CCOC(=O)c1c(C)[nH]c(C(=O)CSc2nc(C)cc(C)n2)c1C | -0.9 | -1.8 | 15 | 0 | -1.9 | -15 | -4 | 4.8 | -1 | -6
Nn1c(SCc2ccccc2)nc2ccccc21 | -0.6 | 0.7 | -11 | -5 | -1.1 | 11 | ? | 0.1 | -4 | 28
CC(C)OCCCNC(=O)c1ccc(C2SCC(=O)N2Cc2ccco2)cc1 (centres undefined) | -0.1 | 0.0 | 76* | 10 | -0.6 | -76 | -25 | 2.9 | -4 | -1
CC(C)[C@H](NC(=O)C1CCN(S(=O)(=O)c2ccc(F)cc2)CC1)C(=O)N1CCCCCC1 | 2.4 | 4.2 | 0 | -11 | -1.3 | 0 | -11 | 0.9 | 0 | 1
Cn1c(N2CCOCC2)c(C#N)c2ccccc21 | -0.5 | 1.2 | 5 | -4 | -0.6 | -5 | -2 | 2.7 | -6 | 1
COc1ccc(CCNC(=O)CSc2n[nH]c(N)n2)cc1OC | 0.6 | 1.9 | -10 | 3 | -2.2 | 10 | -8 | -1.0 | 0 | -1
O=C(COC(=O)c1ccc2c(c1)OCCO2)Nc1ccc(F)cc1F | -2.3 | -2.4 | -12 | 3 | 0.1 | 12 | 3 | 2.7 | . | 1
NC(=O)c1ccc(-c2nnc(Nc3ccc(S(N)(=O)=O)cc3)c3ccccc23)cc1 | 2.2 | 2.9 | 4 | -10 | . | -4 | -1 | 0.9 | 66* | 2
CC(=O)Nc1cc([N+](=O)[O-])ccc1N1CCOCC1 | 0.8 | 2.5 | -21 | 2 | -2.4 | 21 | -2 | 2.8 | -6 | -2
O=C(Nc1nnc(SCc2cccc(F)c2)s1)c1ccco1 | 2.9 | 4.1 | -4 | -3 | -0.3 | 4 | -9 | 1.2 | . | -1
O=c1[nH]c(CN2CCOCC2)nc2scc(-c3ccccc3)c12 | 0.0 | 1.5 | -1 | -5 | -1.9 | 1 | -9 | 1.5 | -1 | 2
CCN(CCO)c1ncnc2c1sc1nc(CC(C)C)c3c(c12)CC(C)(C)OC3 | -1.2 | 0.8 | 6 | 6 | -0.1 | -6 | 12 | 1.4 | -3 | -6
COc1ccccc1CCC(=O)OCC(=O)Nc1ccc(C)c(S(=O)(=O)N2CCCCC2)c1 | 1.3 | -1.9 | -6 | 15 | -3.2 | 6 | -1 | 2.5 | 2 | -1
Nc1nnc(/C=C/c2ccccc2)s1 | -0.6 | 0.3 | 7 | -1 | -0.5 | -7 | 50 | 4.5 | -4 | -2
CCOC(=O)C1CCN(S(=O)(=O)C(F)(F)c2nc3ccccc3s2)CC1 | -0.6 | 1.9 | -14 | 12 | -1.2 | 14 | 30 | 2.5 | -3 | .
COC(=O)C1CCN(C(=O)c2ccc(Cl)c(S(=O)(=O)NCc3cccnc3)c2)CC1 | -1.2 | 1.4 | -22 | -4 | -0.8 | 22 | . | 0.6 | 4 | 0
Cc1ccc(-c2csc(N/N=C/c3ccco3)n2)c(C)c1 | -1.8 | 2.9 | 13 | -8 | 0.7 | -13 | 44 | -0.5 | -1 | .
CC(Oc1ccc(Cl)cc1)C(=O)NNC(=S)NC(=O)c1ccco1 (centres undefined) | -2.4 | 0.6 | -6 | -3 | -0.4 | 6 | 1 | 0.9 | -6 | -4
CCOC(=O)N1CCN(S(=O)(=O)N2CCCC(C(=O)NCCc3ccc(C)cc3)C2)CC1 (centres undefined) | 0.9 | 1.2 | 24 | -4 | -1.7 | -24 | 1 | 2.1 | -1 | 6
C=C(C)CN=C1NN=C(c2cc(C)n(-c3ccc(C)cc3)c2C)CS1 | 0.5 | 2.1 | . | -4 | -1.0 | . | 19 | 4.9 | -4 | -6
CSc1nc(Cl)cc(Nc2ccccc2N)n1 | -2.9 | 1.7 | -1 | 6 | -0.3 | 1 | -9 | 2.9 | -2 | -1
COc1ccc2oc(=O)c(N3C(=O)c4ccccc4C3=O)cc2c1 | -1.2 | 0.1 | 21 | 1 | -0.1 | -21 | 2 | 4.2 | 0 | -1
O=[N+]([O-])c1ccccc1S(=O)(=O)N1CCN(CC2CC3C=CC2C3)CC1 (centres undefined) | -1.1 | 4.4 | -1 | -8 | 0.5 | 1 | 3 | 4.9 | -2 | -2
O=C(NCCC(=O)N1CCN(c2ccccn2)CC1)c1ccc(Br)cc1 | 1.9 | 3.4 | 0 | 1 | -1.3 | 0 | 0 | 3.7 | -1 | -1
COc1ccc(OC)c(CNC(=O)C2CCCN(S(=O)(=O)N3CCC(C)CC3)C2)c1 (centres undefined) | -0.6 | -1.8 | -4 | -6 | -2.0 | 4 | -16 | 0.7 | 0 | -1
Cn1c(=O)[nH]c(N)c(Br)c1=O | . | . | -17 | 13 | -0.9 | 17 | -2 | 1.5 | . | -3
Cc1ccc(C)c(C(=O)COC(=O)c2ccc(Br)o2)c1 | 3.1 | 0.5 | -1 | 5 | -1.5 | . | -7 | 0.3 | -1 | 1
COC(=O)C(C)Sc1nc2c(c(=O)n(C)c(=O)n2C)n1Cc1cccc(C)c1 (centres undefined) | . | . | -26 | 0 | -1.4 | 26 | 18 | 0.7 | -1 | -3
CN(C)S(=O)(=O)c1ccc(C(=O)NNC(=O)c2ccccc2-n2cccc2)cc1 | 0.2 | 1.8 | 3 | 2 | 0.1 | -3 | -11 | 3.3 | -2 | -2
CSCc1cc(N(C)C)nc(SCc2ccc(Cl)c(Cl)c2)n1 | -0.2 | 0.9 | 6 | 0 | -2.6 | -6 | 5 | 0.4 | -1 | -2
O=C(Oc1ccc2c(c1)OCO2)C12CC3CC(CC(C3)C1)C2 | -1.8 | -1.2 | -4 | 7 | -1.2 | 4 | 12 | 5.0 | 1 | -1
Cc1cccn2c(=O)c(C=O)c(N3CC(C)OC(C)C3)nc12 (centres undefined) | 0.7 | 0.6 | -29 | 0 | -0.7 | 29 | 2 | 1.7 | . | -1
COc1ccc2cc(S(=O)(=O)N3CCCC3)ccc2c1 | 2.5 | 2.2 | -6 | -3 | -1.4 | 6 | 19 | 1.8 | 81* | -2
